Bioassay records deposited in PubChem BioAssay by The Scripps Research Institute Molecular Screening Center.
SRC1 TRFRET art: flags TR-FRET format artefacts in PPARgamma SRC-1 recruitment agonist screen; TR-FRET detection artefact counter-screen, emission ratio; hits give high values; TR-FRET ratio at 8 µM; actives 0.34% (n = 99,000); in the data active means TR-FRET ratio above about 2300; further: inactives centre near 1800; reference of the scale not given here
SRC3 TRFRET art: counter-screen for PPARgamma SRC-3 recruitment agonists: TR-FRET artefact. PPARgamma/SRC-3 format; hits give high values. TR-FRET ratio at 8 µM. actives 0.39% (n = 99,000). AID 1048; in the data active means TR-FRET ratio above about 2000; further: inactives centre near 1600; reference of the scale not given here
Numbers without * were called inactive. This is a subset. The share of hits here may be higher or lower than overall.

no.	compound	SRC1 TRFRET art	SRC3 TRFRET art
1	COCCNC(=S)N1CCC(c2nc(-c3ccc(F)cc3)no2)CC1	1624	1773
2	Cc1ccc(S(=O)(=O)NC(C(=O)Oc2cc3oc(=O)cc(C)c3cc2Cl)C(C)C)cc1 (centres undefined)	1647	1425
3	O=C1C(Cc2c[nH]c3ccccc23)NC(=S)N1C1CCCCC1 (centres undefined)	1712	1493
4	COc1ccc(-c2[nH]ncc2CNCCn2cccn2)c(F)c1	1805	1537
5	CCOP(=O)(OCC)c1nc(-c2ccc(F)cc2)oc1NCc1ccccc1	1775	1678
6	COc1cc(CN2CCN(c3ccccc3F)CC2)c([N+](=O)[O-])cc1OC	1632	1521
7	CCOc1ccc2nc(N3CCC(C(=O)N4CCN(c5ccccn5)CC4)CC3)sc2c1	1891	1572
8	Cc1ccc(-c2ccc(/C=N/O)o2)cc1[N+](=O)[O-]	1870	1617
9	CCOC(=O)CS(=O)(=O)c1ccc(O)cc1	1801	1704
10	Cc1ccc(OCC(=O)NNc2c3ccccc3nc3ccccc23)cc1	2010	1814
11	CCc1nc2ccccc2n1CC(O)COCC1CC=CCC1 (centres undefined)	1788	1423
12	Cc1cc(=O)oc2cc(OC(=O)CCCCCN3C(=O)c4ccccc4C3=O)ccc12	1621	1688
13	C#CCN1C(=O)S/C(=C\c2ccc(N3CCOCC3)cc2C)C1=O	1474	1577
14	CCCCn1c(N)c(NCCC)c(=O)[nH]c1=O	1819	1472
15	Cc1ccc(Cl)cc1NC(=O)C1CCCCC1C(=O)O (centres undefined)	1664	1638

New compounds follow.
no.	compound	SRC1 TRFRET art	SRC3 TRFRET art
16	O=C(O)c1cc(C(=O)O)cc(-c2ccc(/C=c3/sc4nc5ccccc5n4c3=O)o2)c1	1685	1500
17	O=C(Nc1ccccc1N1CCOCC1)c1ccc2nc[nH]c2c1	1952	1683
18	COC(=O)c1ccc(C(=O)OC)c(NC(=S)N2CCN(c3cc(Cl)ccc3C)CC2)c1	1643	1465
19	CSc1ccc(NC(=O)c2cccnc2)cc1C#N	2154	1554
20	C#Cc1ccc([C@H]2C=C(C(=O)N3CCN(Cc4ccc5c(c4)OCO5)CC3)O[C@@H](OCC)[C@@H]2CCCO)cc1	1931	1708
21	CCc1ccc(Nc2nnc(SCC(=O)Nc3sccc3C(N)=O)s2)cc1	1838	1592
22	Cc1ccc2c(C)nc(Nc3nc(CSc4nnnn4-c4ccccc4)cc(=O)[nH]3)nc2c1	1860	1794
23	Cc1nn(C)cc1CNC(=O)c1cnn2c1NC(c1ccc(Br)cc1)CC2C(F)(F)F (centres undefined)	1933	1733
24	CCCCCOCC1CC(C/C(C)=N/NC(N)=S)C(=O)O1 (centres undefined)	1844	1719
25	Cc1ccc2c(c1)C(c1ccccc1)N(C(=O)c1ccc(S(=O)(=O)N3CCOCC3)cc1)CC(=O)N2 (centres undefined)	1877	1511
26	CCOC(=O)C1(Cc2ccccc2)CCN(Cc2cccc(OC)c2O)CC1	1864	1469
27	O=[N+]([O-])c1ccccc1OCCOCCOc1cccc2cccnc12	1613	1596
28	CCOC(=O)N1CCC(NC(=O)c2cc(C(=O)Nc3cccc(C(F)(F)F)c3)ccc2CO)CC1	1744	1550
29	COc1ccc(/C=C(\NC(=O)c2ccccc2)C(=O)NCCC(=O)O)cc1	1687	1631
30	Cc1nnc(NC(=O)CSc2ccc3nnc(-c4ccccn4)n3n2)s1	1817	1587

One compound at a time, from the list above:
O=[N+]([O-])c1ccccc1OCCOCCOc1cccc2cccnc12 as listed: SRC1 TRFRET art = 1613; SRC3 TRFRET art = 1596
C#Cc1ccc([C@H]2C=C(C(=O)N3CCN(Cc4ccc5c(c4)OCO5)CC3)O[C@@H](OCC)[C@@H]2CCCO)cc1 as listed: SRC1 TRFRET art = 1931; SRC3 TRFRET art = 1708
Cc1nn(C)cc1CNC(=O)c1cnn2c1NC(c1ccc(Br)cc1)CC2C(F)(F)F (centres undefined) as listed: SRC1 TRFRET art = 1933; SRC3 TRFRET art = 1733

Next section.
no.	compound	SRC1 TRFRET art	SRC3 TRFRET art
31	COc1ccc(C(=O)NC2CCN(C(=S)Nc3ccc(C)c(C)c3)CC2)cc1	1881	1434
32	CCOc1ccc(C(=O)Nc2ccc(-c3cc4ccccc4oc3=O)c(C)c2)cc1[N+](=O)[O-]	1831	1570
33	CC(=O)Nc1ccc(Oc2cc(N)cc([N+](=O)[O-])c2)cc1	1776	1841
34	Cc1nc(N2CCN(C)CC2)c2sc(=S)n(-c3ccccc3)c2n1	2123	1538
35	CCOC(=O)C1(C)C=C(Nc2ccc(OC)cc2)C(=O)N1c1ccc(OC)cc1 (centres undefined)	1729	1694
36	Cc1ccc(NC(=O)C(=O)NCCOc2ccc(Cl)cc2)c(C)c1	1734	1682
37	Cc1ccc(S(=O)(=O)/C(C#N)=C/c2c(Oc3ccc(Cl)cc3)nc3c(C)cccn3c2=O)cc1	1674	1295
38	CC(C)C1Oc2ccccc2N(CC(=O)N(Cc2ccccn2)CC2CCCO2)C1=O (centres undefined)	1724	1708
39	CC(=O)N1C(O)CC(C)N1c1ccccc1 (centres undefined)	1789	1552
40	COC(=O)c1c(-c2ccc(C)cc2)csc1NC(=S)NC(=O)c1cc(OC)cc(OC)c1	1778	1619
41	COC(=O)c1ccc(NC(=S)NC2CC(C)(C)NC(C)(C)C2)cc1	1536	1570
42	O=C(CCN1CCN(c2ccccc2)CC1)N/N=C/c1ccccc1OC(F)F	1857	1479
43	CCOC(=O)c1sc(N)c(C(=O)Nc2ccccc2OC)c1C	1627	1542
44	CSc1nc2ccc(NC(=O)c3cc4ccccc4o3)cc2s1	1958	1660
45	CNC(=S)N(CCc1ccc(S(N)(=O)=O)cc1)C1CC(=O)N(c2ccccc2F)C1=O (centres undefined)	1937	1471

(further entries)
no.	compound	SRC1 TRFRET art	SRC3 TRFRET art
46	Cc1ccc(N2C(=O)C(NC(=O)c3ccccc3F)(C(F)(F)F)C3=C2CC(C)(C)CC3=O)cc1 (centres undefined)	1841	1615
47	Cc1ccc(NC(=O)CN2C(=O)S/C(=C\c3ccc(-c4cccc(C(=O)O)c4C)o3)C2=O)cc1C	1821	1546
48	Cc1ccc(S(=O)(=O)N2CCC(=O)N(CCOCc3ccc(Cl)cc3)CC2)cc1	2047	1711
49	O=C(N/N=C/c1ccc(Br)s1)Nc1ccccc1	1951	1769
50	O=C(N/N=C/c1cccc([N+](=O)[O-])c1O)c1cccs1	1841	1729
51	CCOc1ccc(NS(=O)(=O)c2cnc(Cl)c(Cl)c2)cc1	1608	1558
52	COc1ccc(Nc2nc(NCc3ccco3)nc(N/N=C/c3ccccc3Cl)n2)cc1	1868	1542
53	Cc1cccc(NC(=O)c2ccc3ccccc3n2)n1	2320*	1532
54	S=C(Nc1cccnc1)Nc1cccc2cnccc12	1988	1619
55	Cc1ccc(NC2=C(Cl)C(=O)N(C3CCCCC3)C2=O)cc1	2011	1617
56	Oc1cccc2ccc(/C=C/c3ccc(Br)s3)nc12	1920	1434
57	Cc1ccccc1NC(=O)C1C2/C=C\CCCCC21 (centres undefined)	1779	1770
58	CNC(=O)C(=O)NCCCN1CCOCC1	1862	1748
59	Cc1ccc(CNC(=O)C2CCN(S(=O)(=O)N3CCCCC3)CC2)cc1	1763	1634
60	Cc1c(NS(=O)(=O)c2cccc(C(=O)OCC(=O)N(C)C3CCCCC3)c2)c(=O)n(-c2ccccc2)n1C	2123	1568

(further entries)
no.	compound	SRC1 TRFRET art	SRC3 TRFRET art
61	Cc1ccc(-n2c(=O)c3sccc3n(Cc3cc(=O)n4ccccc4n3)c2=O)cc1F	1681	1585
62	CCCn1c(SCC(=O)c2ccc3c(c2)OCCO3)n[nH]c1=O	1990	1720
63	CC(NC(=S)Nc1ccc(OC(F)F)c(Cl)c1)C(C)(C)C (centres undefined)	2112	1599
64	Fc1ccc(OCc2nn3cnnc3s2)cc1	1858	1423
65	O=C(O)Cn1nc(C(F)(F)F)c2c1CCCC2	2038	1651
66	COc1ccc(/C=C/C(=O)OCC(=O)NCc2cccs2)cc1OC	1649	1492
67	N/C(=N\OC(=O)CCCc1ccccc1)c1ccccn1	1869	1614
68	Nc1cc(C(=O)c2ccccc2)ccc1[N+](=O)[O-]	2127	1785
69	COc1ccc(/C=C/C(=O)O)cc1COc1cccc(C)c1	1703	1610
70	COc1ccc(OC)c(NC(=O)CSC2=C(C#N)C(c3ccco3)C3=C(CCCC3=O)N2)c1 (centres undefined)	1831	1770
71	CCNc1nc(NCC)nc(OCCOC(=O)c2ccccc2)n1	1382	1662
72	COc1cc(C(=O)Nc2cccc(C)c2C)c(Br)c(OC)c1OC	1850	1697
73	O=C(O)CCc1ccc(-c2ccccc2)n1NC(=O)c1cccs1	1587	1365
74	CC(NCc1ccccc1O)c1ccccc1 (centres undefined)	1864	1469
75	COc1ccc(NC(=O)/C(=C\c2ccncc2)NC(=O)c2ccccc2)cc1	1826	1586

Continuation.
no.	compound	SRC1 TRFRET art	SRC3 TRFRET art
76	c1csc(C(c2nnnn2C2CCCC2)N2CCOCC2)c1 (centres undefined)	1665	1631
77	O=C(CC1SC(=O)NC1=O)Nc1ccc(Cl)cc1 (centres undefined)	1525	1597
78	COC(=O)c1c(NC(=O)CSc2nnc3ccccn23)sc2c1CCC2	1852	1612
79	Nc1ncnc(Oc2ccccc2F)c1[N+](=O)[O-]	1726	1521
80	O=[N+]([O-])c1cc(/C=N/Nc2nc3ccccc3[nH]2)c(O)cc1O	1974	1772
81	CCCC(C)NC(=O)c1cc(C(=O)OC)cc([N+](=O)[O-])c1 (centres undefined)	1834	1705
82	CSc1c(C#N)sc(=S)n1-c1ccc(C)cc1	1726	1486
83	CC(OC(=O)c1ccccc1Br)C(=O)Nc1nc(-c2cccc([N+](=O)[O-])c2)cs1 (centres undefined)	1985	1565
84	COc1cccc(CSc2nc3ccccc3[nH]2)c1	1858	1644
85	COc1ccc(CNC(=O)c2ccc[nH]2)cc1	1694	1612
86	CCOc1ccc(C(=O)Nc2cccc(SC)c2)cc1	1817	1585
87	COc1ccc(-n2nc([N+](=O)[O-])c(=NCCCN3CCCC3=O)n2O)cc1	1858	1489
88	COCCNc1nc2nonc2nc1N1CCC(N(C)C)C1 (centres undefined)	1929	1659
89	COc1ccccc1NC(=O)COC(=O)c1cnc(C)cn1	1944	1710
90	COc1cccc(/C=C2\SC(=S)N(C(Cc3ccccc3)C(=O)O)C2=O)c1 (centres undefined)	1673	1727

Going on with the list:
no.	compound	SRC1 TRFRET art	SRC3 TRFRET art
91	CSCCC(NC(=O)c1ccc(Cl)cc1)C(=O)OCC(C)=O (centres undefined)	1637	1558
92	CC(C)C(Sc1nc(-c2ccccc2)cc(-c2ccccc2)c1C#N)C(=O)O (centres undefined)	1481	1489
93	O=C(Nc1nnc(C(F)(F)F)s1)c1ccc(Br)s1	2300	2443*
94	COc1cc(C(=O)n2nc(C)cc2C)cc(OC)c1OC	1596	1520
95	Cn1c(SCC(=O)NC2CC2)nnc1-c1ccco1	1827	1531
96	O=C(Nc1ccc(C(=O)NC2CCCCC2)cc1)c1cccnc1	1768	1514
97	COc1ccc(OC)c(C2NC(=O)NC(C)=C2C(=O)Nc2ccc(C)cc2)c1 (centres undefined)	2013	1672
98	Cc1ccc(N2N=C(c3ccc(F)cc3)CC2c2ccco2)cc1 (centres undefined)	1984	1661
99	Fc1ccccc1NC(=S)N1CCN(Cc2ccc3c(c2)OCO3)CC1	1997	1667
100	CN1CCN(C2=C(Cl)C(=O)N(c3ccc(Cl)cc3)C2=O)CC1	1940	1607
101	CC1=N/C(=C\c2ccc3c(c2)OCO3)C(=O)N1c1ccc(C(=O)O)cc1	1834	1607
102	Cc1ccccc1/C(N)=N/O	1453	1350
103	Cc1cc(C(=O)COC(=O)Cc2n[nH]c(=O)c3ccccc23)c(C)n1-c1ccc2c(c1)OCCO2	1894	1793
104	O=S(=O)(c1ccc(Oc2ccc3oc4ccccc4c3c2)nc1)N1CCCC1	1828	1571
105	O=C(COc1ccc2ccc(=O)oc2c1)Nc1ccc(N2CCOCC2)cc1	1585	1545

Going on with the list.
no.	compound	SRC1 TRFRET art	SRC3 TRFRET art
106	CCCC(=O)n1nc(-c2cccnc2)nc1NCc1ccccc1	1741	1627
107	C(=N\NC1=Nc2cccc3cccc1c23)/c1cccnc1	1768	1668
108	Cc1cccc(C)c1NC(=O)N1CCC(c2nc3ccccc3o2)CC1	1945	1527
109	CCc1ccc(OCCOCC(O)CN2CCN(Cc3ccc(Cl)cc3)CC2)cc1 (centres undefined)	1801	1567
110	CCOc1ccc(C2C(C#N)=C(N)SC(N)=C2C#N)cc1OC	1776	1678
111	COc1ccc(CN(C(=O)CN2C(=O)c3ccccc3S2(=O)=O)C(C(=O)NCC2CCCO2)c2ccncc2)cc1 (centres undefined)	1586	1495
112	CCCCCCCCNC(=O)/C(C#N)=C/c1ccccc1[N+](=O)[O-]	1939	1682
113	CC1CCCCN1C(=S)NCc1ccco1 (centres undefined)	1875	1537
114	COCCCN1C(=O)C(=O)/C(=C(/O)c2ccc(OC(C)C)cc2)C1c1ccncc1 (centres undefined)	1728	1613
115	CCN1CCCC1CN(Cc1cc2ccc(C)cc2[nH]c1=O)C(=S)Nc1ccccc1OC (centres undefined)	1842	1446
116	COc1ccc(N2C(=O)C3C(c4ccc(C(=O)O)cc4)NC(Cc4ccccc4)(C(=O)O)C3C2=O)c([N+](=O)[O-])c1 (centres undefined)	1640	1599
117	CC(=O)c1cccc(NC(=S)NC(=O)c2ccccc2)c1	1780	1546

Some of the entries so far, field by field:
109) CCc1ccc(OCCOCC(O)CN2CCN(Cc3ccc(Cl)cc3)CC2)cc1 (centres undefined)
- SRC1 TRFRET art: 1801
- SRC3 TRFRET art: 1567

110) CCOc1ccc(C2C(C#N)=C(N)SC(N)=C2C#N)cc1OC
- SRC1 TRFRET art: 1776
- SRC3 TRFRET art: 1678

111) COc1ccc(CN(C(=O)CN2C(=O)c3ccccc3S2(=O)=O)C(C(=O)NCC2CCCO2)c2ccncc2)cc1 (centres undefined)
- SRC1 TRFRET art: 1586
- SRC3 TRFRET art: 1495

112) CCCCCCCCNC(=O)/C(C#N)=C/c1ccccc1[N+](=O)[O-]
- SRC1 TRFRET art: 1939
- SRC3 TRFRET art: 1682
